Compound activity as filed in PubChem BioAssay.
MT1-MMP act inh: blocks activation of human MT1-MMP; HT1080 RFP-PRO-GFP cells, GFP/RFP ratio fluorescence, overnight; percent of plate control window, DMSO zero; GFP/RFP ratio change, % at 20 µM; 360,000 compounds, 0.061% hits;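 active means GFP/RFP ratio change of at least 30% with cell ATP level not reduced by more than half and red fluorescence within 50% of control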; further: strong numbers were not always called active
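Assay system: HT1080 RFP-PRO-GFP cells. Benchmarks: DMSO vehicle wells and RFP-L50D-GFP reporter cell wells. Times: overnight cell settling, then overnight compound exposure, 37 °C, 5% CO2. Compound: 20 µM single dose, 1% DMSO. Read-out basis: GFP/RFP fluorescence ratio.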
SKN-1 block: inhibitors of C. elegans SKN-1; C. elegans VP596 Pgst-4::GFP/RFP ratio, acrylamide-induced, 24 h; inhibition, % at 21.8 µM; 360,000 compounds, 0.49% hits; AID 624304;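 active means interference check ratio from 0.5 to 1.5 plus GFP to RFP signal ratio inhibition reaching or exceeding a fixed threshold, cut at about 30% in these data, passing the limit was not always enough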; further: some compounds called inactive have numbers as strong as hits
Scp-1 inhibitor: inhibitors of human Scp-1 phosphatase; AID 493091; inhibition, % at 20 µM; 340,000 compounds, 0.88% hits; Recombinant Scp1, phosphopeptide, malachite green phosphate absorbance; Q9GZU7;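 active means inhibition above about 50% at 20 µM, limit read from the data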;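 further: plate controls were DMSO wells with enzyme for no effect and wells lacking enzyme for full effect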
Target sequence (Q9GZU7 76-261 limits assumed): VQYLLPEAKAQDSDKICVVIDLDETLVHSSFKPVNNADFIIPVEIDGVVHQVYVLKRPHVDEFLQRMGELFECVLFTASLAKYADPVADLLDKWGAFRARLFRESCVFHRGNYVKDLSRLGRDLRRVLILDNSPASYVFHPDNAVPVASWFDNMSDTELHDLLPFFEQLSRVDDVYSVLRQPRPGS
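Assay system: SCP-1 catalytic fragment, aa 76-261 | Buffer or medium: Tris acetate buffer pH 5.5 with MgCl2 and Tween-20 | Compound: One concentration, 20 µM, with 1.0% DMSO | Also added: Phospho 17-mer peptide substrate | Signal: Absorbance at 630 nm | Incubation: 45 min enzyme reaction at room temperature | Measure: % inhibition of SCP-1 phosphate liberation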
DNMT1 inh: DNMT1 (human) enzyme inhibition | P26358 | 360,000 compounds, 0.83% hits | DNMT1 molecular beacon, Hinp1I cleavage, fluorescence | inhibition (reported as % activation of signal), % at 10 µM; in the data active means inhibition above about 50%
Rpn11 inh: inhibitors of human proteasome Rpn11; human 26S proteasome, Ub4-pepOG fluorescence polarization; 20S core pre-blocked with epoxomicin; calls only at 20 µM; 360,000 compounds, 0.59% hits;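 active means inhibition at 20 µM, scaled to each plate's controls, above about 33%, limit read from the data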
Target sequence (O00487 whole entry, looked up): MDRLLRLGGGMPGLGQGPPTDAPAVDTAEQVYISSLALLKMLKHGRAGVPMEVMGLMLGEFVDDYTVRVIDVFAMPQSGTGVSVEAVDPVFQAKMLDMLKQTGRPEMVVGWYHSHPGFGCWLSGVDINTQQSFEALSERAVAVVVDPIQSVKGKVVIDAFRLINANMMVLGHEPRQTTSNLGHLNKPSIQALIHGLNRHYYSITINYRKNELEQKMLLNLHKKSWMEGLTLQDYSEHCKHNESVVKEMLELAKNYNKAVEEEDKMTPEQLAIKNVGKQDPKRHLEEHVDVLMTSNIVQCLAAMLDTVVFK
SUMO1 PPI mod: SUMO1-SIM interaction modulation; SUMO1 binding to a labelled peptide, TR-FRET, 1 h; P63165; 360,000 compounds, 0.33% hits; inhibition, % at 20 µM; in the data active means inhibition above about 37%
Target sequence (P63165 whole entry, looked up): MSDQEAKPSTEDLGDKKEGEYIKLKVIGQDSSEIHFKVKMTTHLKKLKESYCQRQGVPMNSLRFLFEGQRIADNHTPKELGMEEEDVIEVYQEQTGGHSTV
NadD block: blocks S. aureus nicotinate mononucleotide adenylyltransferase; purified NadD enzyme, colorimetric absorbance read-out; inhibition, % at 20 µM; 360,000 compounds, 0.78% hits; in the data active means inhibition above about 26%; further: some compounds past the cut are filed as inactive
LMPTP block: blocks human LMPTP phosphatase; P24666; recombinant LMPTP-A, OMFP fluorogenic substrate, fluorescence intensity; inhibition, % at 20 µM; 360,000 compounds, 0.22% hits; AID 651560;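 active means compounds that cut the enzyme signal by at least half of the control window in the single-dose screen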;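 further: plate controls were DMSO wells with enzyme plus substrate for no effect and substrate without enzyme for full effect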
Target sequence (P24666 whole entry, looked up): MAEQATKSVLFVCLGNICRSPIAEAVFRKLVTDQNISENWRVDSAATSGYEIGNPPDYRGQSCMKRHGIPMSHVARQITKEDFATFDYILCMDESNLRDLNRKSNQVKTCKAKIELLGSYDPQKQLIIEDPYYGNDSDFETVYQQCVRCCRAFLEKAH
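Assay system: LMPTP-A phosphatase enzyme | Input: 0.625 nM enzyme | Also added: Fluorogenic phosphatase substrate OMFP at 400 µM final | Compound dosing: One test concentration per compound, 20 µM, with 3% DMSO overall | Schedule: 50 min enzyme reaction at room temperature, protected from light | Signal: Fluorescence intensity | Benchmarks: no-enzyme and uninhibited controls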
CendR NRP1 mod: modulators of CendR peptide binding to human neuropilin-1; O14786; 360,000 compounds, 0.85% hits; FAM-RPARPAR peptide binding to NRP-1, fluorescence polarization; inhibition, % at 25 µM; AID 602438;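 active means inhibition or corrected inhibition above about 18%, plus a signal ratio from 0.5 to 1.5, limit read from the data, passing the limit was not always enough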; further: strong numbers were not always called active
STEP inh: inhibitors of human striatal-enriched phosphatase STEP; inhibition, % at 20 µM; recombinant STEP, OMFP fluorogenic substrate, fluorescence; P54829; 360,000 compounds, 0.25% hits; AID 588621;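 active means inhibition at 20 µM, scaled per plate between control wells, above about 37%, limit read from the data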;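 further: 0% = DMSO with enzyme and substrate and 100% = substrate only without enzyme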
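Assay system: isolated STEP enzyme. Buffer or medium: pH 6.0 Bis-Tris with DTT and Tween 20. Also added: fluorogenic phosphatase substrate OMFP at 25 µM final. Dosing: 20 µM, 1% DMSO. Timing: 20 min reaction, room temperature, in the dark. Measured by: fluorescence intensity, excitation 480 nm, emission 540 nm. Evaluation: normalized % inhibition.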
* hit, by the source's call; i = inactive; / = not tested or not shown; + = active, no number.

SMILES	MT1-MMP act inh	SKN-1 block	Scp-1 inhibitor	DNMT1 inh	Rpn11 inh	SUMO1 PPI mod	NadD block	LMPTP block	CendR NRP1 mod	STEP inh
O=C(N/N=C/c1cccc([N+](=O)[O-])c1)c1ccccc1-n1cccc1	1	-1	-9	0	i	-19	1	0.0	3	-1
Cc1ccc(S(=O)(=O)c2ccc(NC(=O)c3c(F)cccc3F)cc2)cc1	0	2	15	-7	i	3	-9	2.6	7	2
CC(C(=O)N(C)C)N1c2cccc3cccc(c23)S1(=O)=O (stereo not drawn)	0	8	-5	2	i	-7	-3	-1.3	2	-4
CC1=C(C(=O)Nc2cccc(C(=O)N3CCC(C(N)=O)CC3)c2)SCCO1	0	-10	-1	1	i	-2	-2	-1.5	7	2
Nc1nnn(CC(=O)N/N=C/c2cn[nH]c2-c2ccccc2)n1	-3	5	-1	0	i	-1	-2	-2.1	4	2
CCN(CC)S(=O)(=O)c1ccc2oc(C(=O)NC(C)C)c(C)c2c1	2	-17	-3	2	i	2	-8	0.4	5	-1
CC(=O)NC(c1ccc(F)c(F)c1)c1nc(-c2cccs2)cs1 (stereo not drawn)	4	9	/	1	i	-17	-7	-1.7	-12	1
COc1ccc(S(=O)(=O)N2CCCCCC2)cc1NC(=O)Cc1cc(OC)c(OC)c(OC)c1	2	0	1	-3	i	0	-1	1.0	7	-3
CCN1C(=O)[C@H]2[C@@H](c3ccc(-c4ccccc4)cc3)N[C@@](Cc3ccccc3)(C(=O)OC)[C@H]2C1=O	0	3	3	-2	i	2	0	1.7	-4	0
COC(=O)C[C@@H]1C[C@H]2c3cc(NS(=O)(=O)c4ccccc4)ccc3O[C@H]2[C@@H](CO)O1	4	18	/	2	i	7	-8	-1.9	-7	0
CC(C)C(O)(C#CCN1CCCCC1)C(C)C	6	11	-5	-2	i	1	-4	-1.9	2	-3
Cc1ccccc1C(=O)Nc1ccc(C(=O)NNC(=O)CCCOc2ccc(Cl)cc2Cl)cc1	5	9	28	11	i	-2	4	18	-5	1
O=Nc1c(O)n(Cc2cccc(Cl)c2)c2ccccc12	-5	21	9	0	i	-15	-6	0.4	-1	0
COCCCNC(=O)c1cc(-c2cccnc2)nc2ccc(S(=O)(=O)N3CCCCCC3)cc12	-4	7	5	23	i	-10	-8	-3.3	-11	-2
COc1ccccc1NC(=O)CSc1nc(=O)n(CCN(C)C)c2c1CCCC2	-1	0	-6	0	i	-2	-5	-0.7	-7	2
CCCCn1c(N)c(N(CCOC)C(=O)c2cccc(N3C(=O)c4ccccc4C3=O)c2)c(=O)[nH]c1=O	4	-8	2	-2	i	-13	3	-0.3	-2	0
CN1C(=O)[C@H]2[C@@H](c3ccc(F)cc3)N3C(=O)c4ccccc4NC(=O)[C@@]3(C)[C@H]2C1=O	-3	-12	6	1	i	-4	-9	-1.6	15	2
CCC(=O)N1CCc2cc(S(=O)(=O)CCC(=O)Nc3ccc(CC)cc3)ccc21	2	1	-10	-2	i	3	-5	0.6	-1	-4
Cc1nc(N2CCOCC2)nc(N2CCN(c3ccccc3)CC2)c1[N+](=O)[O-]	-2	7	-2	-6	i	-3	-8	2.9	-9	3
Cc1oc(C(=O)O)cc1COc1cccc2cccnc12	-1	-2	28	-1	i	4	3	2.1	-6	-10
CCn1nnnc1SCC(=O)Nc1ccc(F)cc1	0	8	7	2	i	6	4	-0.3	-6	-1
O=S1(=O)CCC(NS(=O)(=O)/C=C/c2ccccc2)C1 (stereo not drawn)	-2	14	6	-21	i	-2	-5	-0.5	0	-3
CN(C)/C=N/C(=S)Nc1ccc(Cl)c(Cl)c1	3	13	-1	0	i	3	5	0.1	-9	3
Cc1ccc2oc(=O)c3cnn(CC(=O)NCCN(C)C)c3c2c1	9	93	-5	-1	i	4	0	-2.2	-3	0
O=C(COc1cccc2c1CCN(Cc1ccc(Br)cc1)C2=O)NCc1ccco1	4	1	4	-6	i	-1	2	1.2	5	2
COc1ccc(-n2c(-c3ccc(OC)c(OC)c3)n[nH]c2=S)cc1	3	11	-2	-3	i	17	1	-0.5	0	-1
COC(=O)CSc1nc(N)nc(C)c1Br	0	-14	-7	3	i	-2	-1	-0.2	-16	0
Cc1cc2n(n1)C(c1cn(-c3ccccc3)nc1C)Nc1ccccc1-2 (stereo not drawn)	0	18	-6	-5	i	-1	2	1.8	16	1
COc1ccc(N/N=C(/C(C)=O)N2CCCc3ccccc32)cc1	-6	2	3	-2	i	-1	2	3.5	12	4
COc1ccc(C(=O)NC(=O)COC(=O)CCS(=O)(=O)c2ccc(C)cc2)cc1	4	14	-1	7	i	4	0	-2.0	2	-6
CC[C@@H](C)[C@@H]1CN([C@@H](CN2CCC[C@H]2CN2C(N)=NC[C@H]2C(C)C)C(C)C)C(=N)N1CCCC1CCCC1	6	3	8	10	i	-22	1	2.1	1	1
COC(=O)c1ccc(COC(=O)C(NC(=O)Cc2ccccc2)C(C)C)cc1 (stereo not drawn)	-1	5	-7	2	i	-4	-2	-1.2	1	2
COc1cc(/C=C2\C=CC(=O)O2)cc(OC)c1	-7	-5	-12	1	+	-24	0	0.5	-39	3
O=C(NC1CCCCCCC1)c1cccc(Cl)c1	-2	-3	-13	3	i	-3	-9	-2.2	2	0
O=C(CNCCC1=CCCCC1)Nc1ccccc1N1CCCCCC1	-6	-11	-7	6	i	4	-10	2.1	-2	1
O=C(Nc1ccccc1-c1nnn(CC(=O)N2CCc3ccccc3C2)n1)C1CCC1	4	5	-11	0	i	-5	-4	-1.3	28*	-2
NC(=O)CNC(=O)[C@@H]1CC2(CC(c3ccc(Cl)cc3)=NO2)CN1C(=O)c1ccc(Br)cc1 (stereo partly drawn)	-1	-12	-4	5	i	-2	0	-1.5	7	0
Cc1ccc(CNC(=O)Cn2c(=O)c3sccc3n(Cc3ccc([N+](=O)[O-])cc3)c2=O)cc1	2	-10	-5	11	i	2	3	2.6	-6	4
O=C(Nc1ccccc1C(=O)N1CCCC1)c1ncoc1-c1cccc(Cl)c1	-4	5	-10	1	i	5	-2	2.8	9	1
CCCCOc1cccc(C2(C(=O)O)CCCC2)c1	0	-1	-9	1	i	2	-8	-0.4	-3	-2
Cc1ccc(-n2cc(CNCCCn3cccn3)c(-c3cccc(C)c3)n2)cc1	-12	-5	4	1	i	-4	-9	6.7	1	6
C/C(=N/NC(=O)CCc1ccccc1)c1ccc2c(c1)OCO2	2	1	-10	2	i	3	-7	-0.3	6	1
CCCN1CCC(=O)N([C@H](COc2ccccc2)CC(C)C)CC1	2	1	-6	6	i	5	-1	-1.2	28*	0
Cn1c(C(=O)NCCN2CCc3ccccc3C2)cc2c(=O)n(C)c3ccccc3c21	7	8	4	0	i	2	11	25	-13	1
O=C1NC(Cc2ccc(O)cc2)c2nc3ccc(F)cc3c(=O)n2-c2cc(Cl)ccc21 (stereo not drawn)	-2	-10	-2	3	i	1	4	-1.9	1	0
O=[N+]([O-])c1cc(C(F)(F)F)ccc1Sc1ccccn1	3	6	4	-2	i	-21	2	-0.7	-4	1
Cc1cc(C(=O)N/N=C/c2cccnc2)cs1	3	8	-2	1	i	-3	0	-0.4	-7	-1
Cc1c(-c2ccccc2)[n+](=O)c2c(n1[O-])CCCCC2	1	3	-6	-1	i	-3	4	-2.4	4	-1

Structures listed so far with two or more sulfur atoms:
SMILES	MT1-MMP act inh	SKN-1 block	Scp-1 inhibitor	DNMT1 inh	Rpn11 inh	SUMO1 PPI mod	NadD block	LMPTP block	CendR NRP1 mod	STEP inh
CC(=O)NC(c1ccc(F)c(F)c1)c1nc(-c2cccs2)cs1 (stereo not drawn)	4	9	/	1	i	-17	-7	-1.7	-12	1
O=S1(=O)CCC(NS(=O)(=O)/C=C/c2ccccc2)C1 (stereo not drawn)	-2	14	6	-21	i	-2	-5	-0.5	0	-3

(next part)
SMILES	MT1-MMP act inh	SKN-1 block	Scp-1 inhibitor	DNMT1 inh	Rpn11 inh	SUMO1 PPI mod	NadD block	LMPTP block	CendR NRP1 mod	STEP inh
Cc1cc(NC(=O)c2ccc(Cl)cc2Cl)n(-c2ccccc2)n1	-2	7	-6	4	i	1	-2	-1.6	18*	1
Cc1cccc(-n2c(=S)[nH]c3c(oc4ccccc43)c2=O)c1	-4	9	-2	-2	i	5	-2	1.2	-13	-1
CN(C)CCCN(C(=O)c1ccc(S(=O)(=O)N2CCc3ccccc3C2)cc1)c1nc2ccc(F)cc2s1	-8	-20	16	9	i	-32	8	3.4	8	6
COc1ccc(CN(C(=O)/C=C/c2ccccc2Cl)C2CCS(=O)(=O)C2)cc1 (stereo not drawn)	-1	-1	-8	-1	i	-2	-9	0.9	12	-3
CCCCCCCCN1C(=O)[C@H](CC(=O)NCc2cccc(C(F)(F)F)c2)C[C@@]2(C(=O)OCC)CCCC=C12	-10	-3	/	/	/	2	19	4.3	1	/
CC(N)c1csc(Nc2ccc(C(=O)c3ccccc3)cc2)n1 (stereo not drawn)	-5	1	/	-5	i	-4	-9	-1.3	-5	1
O=C(C1CCCN(Cc2cccc(F)c2)C1)N1CCCCC1 (stereo not drawn)	6	7	-2	-2	i	-1	-7	-2.8	-6	-7
CCc1nc2c(OCc3cc(Cl)cc(Cl)c3)cccn2c1N(C=O)Cc1ccc(OC)cc1	-2	11	/	-10	i	7	9	16	-3	4
Cc1cccc(OC(=O)c2sc3ncn(C)c(=O)c3c2C)c1	0	0	-11	-7	i	-8	-3	0.6	2	1
CNC(=S)NNC(=O)c1sccc1OCc1ccc(Cl)cc1Cl	1	3	-7	0	i	-1	-2	0.0	-11	-7
Cc1ccccc1-c1nc(CS(=O)(=O)CC(=O)NCCCN2CCCC2=O)c(C)o1	-4	20	-8	0	i	-4	-7	-1.2	-3	-3
Cc1ccc(NC(=O)CNC(=O)Cc2cccc3ccccc23)c(O)c1	-2	21	-5	2	i	4	-1	1.1	-20	-2
CC(=O)c1cccc(CN2CCCC(C(=O)Nc3cccc(-n4cccn4)c3)C2)c1 (stereo not drawn)	-1	10	-10	-1	i	-1	1	-0.9	-2	1
COC(=O)c1ccc(CNC(=O)COC(=O)CCN2C(=O)C3CC=CCC3C2=O)cc1 (stereo not drawn)	8	11	-3	-2	i	-2	-5	-0.8	-8	0
CCN1C(=O)/C(=C/N2CC(C)CC(C)C2)SC1=S (stereo not drawn)	4	7	-2	-2	i	-2	1	-2.5	-2	2
COCC(=O)n1nc(-c2ccc(Cl)cc2)nc1NCc1ccc(F)cc1	4	18	-5	-2	i	-1	-3	-1.2	1	-2
